Compound activity deposited in PubChem BioAssay by Johns Hopkins Ion Channel Center.
Kir21 block: Kir2.1 (mouse) channel inhibition. 310,000 tested, 0.85% active. HEK293-Kir2.1, FluxOR thallium flux fluorescence; stronger effect = lower value. B-score at 10 µM;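 active = fluorescence ratio B-score at or below minus 3 SD of library scores, with starting-brightness B-score within 2 SD, cut at about -4.2 in these data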;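 note: channel flux triggered by added potassium and thallium sulfate stimulus; B-score of peak minus minimum fluorescence over baseline after thallium stimulus; more negative B-score means stronger Kir2.1 block with less thallium influx; some compounds called inactive have numbers as strong as hits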
Target sequence (P35561 whole entry, looked up): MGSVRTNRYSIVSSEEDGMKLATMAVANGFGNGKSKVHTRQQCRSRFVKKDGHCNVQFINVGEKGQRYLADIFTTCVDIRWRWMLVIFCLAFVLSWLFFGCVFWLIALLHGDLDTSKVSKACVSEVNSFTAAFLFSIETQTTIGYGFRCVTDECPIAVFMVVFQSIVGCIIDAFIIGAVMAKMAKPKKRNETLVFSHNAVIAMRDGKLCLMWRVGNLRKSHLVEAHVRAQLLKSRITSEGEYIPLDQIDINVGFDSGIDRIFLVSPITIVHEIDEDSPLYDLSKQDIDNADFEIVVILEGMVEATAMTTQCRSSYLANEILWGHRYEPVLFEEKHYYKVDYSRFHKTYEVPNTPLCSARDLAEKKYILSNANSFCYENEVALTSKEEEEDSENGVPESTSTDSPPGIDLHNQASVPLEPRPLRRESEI
KCNQ2 inh: KCNQ2 channel blockers in CHO-K1 cells – cell-based, FluxOR thallium flux, B-score, primary screen (AID 2156). 310,000 tested, 1.1% active. O88943. B-score at 10 µM. 20 min; stronger effect = lower value;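 active = fluorescence ratio B-score at most minus 3 library SDs, with starting brightness B-score within 2 library SDs, cut at about -5.5 in these data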
CHT inh: inhibits the human high affinity choline transporter. Q9GZV3. CHT-expressing cells, membrane potential dye, choline response; stronger effect = lower value. B-score at 10 µM. 310,000 tested, 0.86% active;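 active = B-score over 3 SD under the library average, and starting fluorescence ratio not unusually high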;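 note: choline stimulus applied at its EC90 after an EC20 pre-addition; B-score computed on integrated fluorescence ratio after choline addition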
Target sequence (Q9GZV3 whole entry, looked up): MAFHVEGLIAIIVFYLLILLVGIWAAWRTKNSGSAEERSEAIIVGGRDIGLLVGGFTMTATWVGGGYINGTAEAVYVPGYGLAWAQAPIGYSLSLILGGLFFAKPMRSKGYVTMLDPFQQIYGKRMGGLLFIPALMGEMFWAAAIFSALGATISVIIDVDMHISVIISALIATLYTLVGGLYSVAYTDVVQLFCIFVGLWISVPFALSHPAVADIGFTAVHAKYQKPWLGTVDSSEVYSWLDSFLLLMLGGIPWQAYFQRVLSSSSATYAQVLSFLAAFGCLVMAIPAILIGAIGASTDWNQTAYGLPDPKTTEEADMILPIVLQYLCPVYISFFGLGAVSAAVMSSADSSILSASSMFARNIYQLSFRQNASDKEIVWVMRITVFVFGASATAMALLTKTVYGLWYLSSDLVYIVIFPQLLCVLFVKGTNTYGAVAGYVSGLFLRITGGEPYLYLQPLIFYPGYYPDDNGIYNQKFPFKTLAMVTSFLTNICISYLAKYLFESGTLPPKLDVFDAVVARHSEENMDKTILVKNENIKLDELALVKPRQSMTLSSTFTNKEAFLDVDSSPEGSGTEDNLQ
The depositor's hits bear a star; i = inactive. Rows were taken by chance. Share with any hit: about 2.6%.

The line under a structure holds: KCNQ2 inh	Kir21 block	CHT inh
> COc1ccc(C(=O)O/N=C(\N)Cc2ccc(Cl)cc2)cc1OC
  i	-0.63	i
> Cc1cccc(N2C(=O)CC(Sc3nc(C)cc(C)n3)C2=O)c1 (stereo not given)
  i	-0.45	i
> COCCNC(=O)CSCc1nc(-c2ccc(SC)cc2)oc1C
  i	0.14	i
> O=C(NNS(=O)(=O)c1ccc(F)cc1)c1cnccn1
  i	-0.04	i
> C/C(N)=C(/C#N)C(=O)CSc1cc(Cl)ccc1Cl
  i	-0.07	i
> O=C(O)COCC(=O)NC1CCN(Cc2ccccc2)CC1
  i	2	i
> CCCCn1c(N)c(N(CC)C(=O)c2ccccc2C(F)(F)F)c(=O)[nH]c1=O
  i	0.62	i
> CN1C(=O)/C(=C/c2cccc(Cl)c2)Sc2ccc(C(=O)N3CCOCC3)cc21
  i	-1.59	i
> CN(C(=O)CN(c1ccccc1)S(=O)(=O)c1ccc(F)cc1)C1CCS(=O)(=O)C1 (stereo not given)
  i	-0.04	i
> CC(=O)c1nn(-c2ccc(Cl)cc2)cc1C(=O)c1ccc(C)cc1
  i	0.03	i
> CC(C)(C)[C@H]1C=C(C(N)=O)O[C@@H](OCCCCO)C1
  i	1.29e-15	i
> CCOC(=O)c1c(CN2CCN(CCO)CC2)n(-c2ccccc2)c2cc(Br)c(O)cc12
  i	-2.39	i
> COc1ccc(NC(=O)/C=C/c2c(Cl)nc3ccccn23)cc1
  i	0.21	i
> O=C1CC(c2ccc(Cl)cc2)CC(O)=C1C=NCCO (stereo not given)
  i	0.08	i
> COc1ccc(CCC(=O)N/N=C/c2ccc3c(c2)OCO3)cc1
  i	-0.95	i
> COc1cccc(CNC(=O)c2cccnc2Sc2ccc(Cl)cc2)c1
  i	0	i
> COc1ccc(CNC(=O)c2c(C)oc3c2C(=O)c2ccccc2C3=O)cc1
  i	1.58	i
> Cc1ccc(C(=O)COC(=O)c2ccc3c(c2)C(=O)N(c2cccc4ncccc24)C3=O)cc1C
  i	0.29	i
> CCOC(=O)CNc1ncc(C(F)(F)F)cc1Cl
  i	0.04	i
> O=C(Nc1ccccc1F)c1oc2ccccc2c1NC(=O)C1CC1
  i	0.69	i

Part of the list above in another layout:
Molecule: COc1ccc(CCC(=O)N/N=C/c2ccc3c(c2)OCO3)cc1
  KCNQ2 inh: i; Kir21 block: -0.95; CHT inh: i
Molecule: COc1ccc(NC(=O)/C=C/c2c(Cl)nc3ccccn23)cc1
  KCNQ2 inh: i; Kir21 block: 0.21; CHT inh: i
Molecule: COc1cccc(CNC(=O)c2cccnc2Sc2ccc(Cl)cc2)c1
  KCNQ2 inh: i; Kir21 block: 0; CHT inh: i
Molecule: CN1C(=O)/C(=C/c2cccc(Cl)c2)Sc2ccc(C(=O)N3CCOCC3)cc21
  KCNQ2 inh: i; Kir21 block: -1.59; CHT inh: i

Next section.
The line under a structure holds: KCNQ2 inh	Kir21 block	CHT inh
> CCCOc1ccc(CSC2=NCCN2)cc1[N+](=O)[O-]
  i	1.04	i
> O=S(=O)(Cc1ccccc1)Nn1cnnc1
  i	3.57	i
> O=C(COc1ccc(F)cc1)c1c(O)cc(O)cc1O
  i	1.04	i
> COc1ccc(CNC(=O)C/C(C)=N/NC(=O)c2ccc([N+](=O)[O-])cc2Cl)cc1
  i	-1.78	i
> COC1=C/C(=C/c2c(O)c(C#N)c3ccccn23)C=CC1=O
  i	-0.01	i
> S=c1[nH]nc(-c2ccco2)n1C1CCCCC1
  i	-0.14	i
> O=C(Nc1ccc(S(=O)(=O)N2CCOCC2)cc1)C1CCN(S(=O)(=O)c2ccc(F)cc2)CC1
  i	0.2	i
> O=C(CN1CCC(NC(=O)c2ccco2)CC1)Nc1ccccc1C(F)(F)F
  i	0.93	i
> COc1cc(O)c(C(CC(=O)N2CCOCC2)c2ccc3c(c2)OCO3)c(OC)c1 (stereo not given)
  i	0.89	i
> Cc1cc(Cl)cc(C)c1OCCCCCn1ccnc1
  i	-1.62	i
> COC(=O)C1=C(N)Oc2cc(C)n(Cc3ccncc3)c(=O)c2C1c1cccnc1 (stereo not given)
  i	-1.06	i
> CC(=O)c1cccc(NC(=O)CN2CCN(Cc3ccccc3)CC2)c1
  i	1.73	i
> N#CCC(=O)N/N=C/c1cc([N+](=O)[O-])ccc1N1CCCC1
  i	0.37	i
> COc1ccc(/C=C2\Cc3ccccc3C2=O)cc1OC
  i	5.23	i
> Clc1ccc2[nH]c3c(NCCCN4CCOCC4)ncnc3c2c1
  i	-0.67	i
> CCc1nc2c(c(=O)c3ccccc3n2C)c(=O)n1-c1ccc(F)cc1
  i	0.93	i
> Nc1cc(Cl)ccc1Oc1ccccc1
  i	1.26	i
> COc1ccc(Br)cc1CN1CCN(C(=O)c2ccc(OC)c(OC)c2)CC1
  i	-0.21	i
> COc1cccc(-c2noc(Cn3nc(C(=O)O)c4ccccc4c3=O)n2)c1
  i	-1.68	i
> Cc1onc(-c2ccccc2Cl)c1C(=O)O/N=C(\N)c1ccc([N+](=O)[O-])o1
  i	-0.64	i

(listing goes on)
The line under a structure holds: KCNQ2 inh	Kir21 block	CHT inh
> CC(C(=O)O)n1nc(-c2ccccc2)c2ccccc21 (stereo not given)
  i	0.18	i
> COc1ccc(Cl)cc1NC(=O)Cn1cccc1
  i	-2.25	i
> c1ccc(CSc2ncccn2)cc1
  i	0.11	i
> Cc1ccc(S(=O)(=O)N(C)C)cc1NC(=O)c1ccncc1
  i	0.32	i
> CC(=O)c1sc(-c2ccccn2)nc1C
  i	-0.87	i
> CCOc1ccccc1NC(=O)Nn1cnnc1
  i	-0.68	i
> CCCCCCNC(=O)N[C@@H](C(=O)NCCC[C@H]1CN2C(=NC[C@@H]2Cc2ccccc2)N1CCc1cccc(OC)c1)C(C)C
  i	0.53	i
> COc1ccc(C(=O)N/C(=C\c2cccc3ccccc23)C(=O)N2CCN(C)CC2)cc1OC
  i	0.05	i
> CC(=O)Nc1ccc(S(=O)(=O)N(C)CC(=O)OCC(=O)N(CC(C)C)C2CCS(=O)(=O)C2)cc1 (stereo not given)
  i	-0.88	i
> O=C(O)c1cccc(CSc2nc(-c3ccccc3)cc(C(F)(F)F)n2)c1
  i	0.09	i
> CC(=O)Nc1ccc(S(=O)(=O)NCc2ccc(C(=O)N3CCOCC3)cc2)cc1
  i	-0.08	i
> Cc1cccc(OCC(=O)Nc2ccc3c(c2)nc(CCN2CCCCC2)n3C)c1
  i	-1.73	i
> COC(=O)c1cccc(NC(=O)c2nn(C)c(=O)c3ccccc23)c1
  i	0.97	i
> OC1CN=C2Sc3ccccc3N2C1 (stereo not given)
  i	-2.87	-5.4*
> COc1cccc(OC)c1C(=O)N1CCN(Cc2cccnc2)CC1
  i	-0.91	i
> COc1ccc(C(CNC(=O)c2cccc(S(=O)(=O)Nc3ccccc3Cl)c2)N2CCOCC2)cc1 (stereo not given)
  i	0.72	i
> COc1cc(NC(=O)c2ccc3c(SCC(=O)O)c4c(nc3c2)CCCC4)cc(OC)c1OC
  i	-0.8	i
> O=C(C1CCCO1)N1CCC(O)(c2ccccc2)CC1 (stereo not given)
  i	0.03	i
> CCOC(=O)c1nn(-c2ccc(F)cc2)c(=O)cc1OCC(=O)N1CCN(c2ccccc2)CC1
  i	2.61	i
> CC1=CC(c2ccccc2)n2nc(N3C(=O)C4CC=CCC4C3=O)nc2N1 (stereo not given)
  i	0.02	i

Next section:
The line under a structure holds: KCNQ2 inh	Kir21 block	CHT inh
> COc1ccc(C2N3CC4(C)CN2CC(C)(C3)C4=O)cc1OC (stereo not given)
  i	-0.7	i
> COc1cccc(-c2cc(C(=O)Nc3cccnc3)c3ccccc3n2)c1
  i	-1.73	i
> COc1cccc(N2CCN(C(=S)NCc3ccco3)CC2)c1
  i	2.85	i
> Cc1ccc(-c2cc(C(F)F)nc(NCc3cccnc3)n2)cc1
  i	-0.24	i
> O=C(N/N=C/c1ccccc1)C(=O)N/N=C/c1ccccc1
  i	0.37	i
> CCN(CC)S(=O)(=O)c1cc(NC(=O)COC(=O)c2sc3ccccc3c2Cl)ccc1C
  i	0.29	i
> CC1CCN(C(=O)c2ccccc2NC(=O)c2cccc(S(=O)(=O)N(C)C)c2)CC1
  i	0.61	i
> CCOc1ccc(C(=O)NCC(=O)NC(C)CCc2ccccc2)cc1OCC (stereo not given)
  i	2.31	i
> O=C(Nc1ccc2c(c1)OCO2)c1cc(C2CC2)on1
  i	-0.43	i
> Cc1ccc(CONC(=O)c2ccccc2)cc1
  i	-0.51	i
> Cc1noc(C(=O)Nc2ccc3c(c2)OCO3)c1Cl
  i	-1	i
> CN(C)C(=S)Nc1ccc2c(c1)OCCO2
  i	0.04	i
> COc1ccc(N2C(=NC(=O)CC3CCCCC3)SC3CS(=O)(=O)CC32)cc1 (stereo not given)
  i	-1.52	i
> CCCCc1nc2cc(C(=O)N(C)C3CCOCC3)ccc2o1
  i	1.82	i
> O=C(Nc1nnc(C2CC2)s1)c1ccco1
  i	-1.12	i
> O=C(Cc1ccc([N+](=O)[O-])cc1)OCc1c(F)cccc1Cl
  i	-1.3	i
> COc1cccc(NC(=O)C(NC2CCCC2)c2ccccc2)c1 (stereo not given)
  i	-0.48	i
> Cc1cccc(-n2cnc(C(=O)O)c2)n1
  i	0.05	i
> Cc1sc2ncn3c(C)nnc3c2c1C
  i	1.83	i
> O=C(Nc1nnc(-c2ccncc2)o1)c1ccccc1
  i	1.13	i

Random excerpt: 2 entries already listed
The line under a structure holds: KCNQ2 inh	Kir21 block	CHT inh
> Cc1ccc(S(=O)(=O)N(C)C)cc1NC(=O)c1ccncc1
  i	0.32	i
> CC(=O)c1nn(-c2ccc(Cl)cc2)cc1C(=O)c1ccc(C)cc1
  i	0.03	i

More results
The line under a structure holds: KCNQ2 inh	Kir21 block	CHT inh
> CCC(=O)c1ccc(OCC(O)Cn2nc(C)c(C(C)=O)c2C)cc1 (stereo not given)
  i	0.43	i
> Nn1c(SC/C=C/c2ccccc2)nnc1-c1cccnc1
  i	0.79	i
> O=c1cc(CSc2nnc(COc3cccc4ccccc34)o2)c2ccccc2[nH]1
  i	-0.47	i
> CC1(C)NC(=O)N(CC(O)CN2CCCCC2)C1=O (stereo not given)
  i	1.21	i
> COc1ccc(N2CCN(C(=O)c3ccc(N4CCCCS4(=O)=O)cc3)CC2)cc1
  i	-0.36	i
> CC(=O)N1CCN(c2ccccc2NC(=O)c2cccc3c(Cl)cccc23)CC1
  i	-0.12	i
> O=C(CSc1nc(-c2ccco2)cc(C(F)(F)F)n1)NCCCn1ccnc1
  i	-1.06	i
> CC(=O)c1ccc(S(=O)(=O)Nc2ccc(C(=O)NCC(c3ccccc3)N(C)C)cc2)cc1 (stereo not given)
  i	1.67	i
> CN(C)C(=O)c1cc(-c2ccccc2)no1
  i	1.24	i
> COc1ccc(-c2noc(CSc3nc(N)c(-c4ccccc4)c(=O)[nH]3)n2)cc1OC
  i	-1.29	i
> O=C(Nc1ccccc1O)c1nc(Cl)ccc1Cl
  i	0.04	i
> O=S1(=O)N=C(Nc2ccc(O)c(CN3CCCCC3)c2)c2ccccc21
  i	0.5	i
> Cc1[nH]n(-c2ccccc2)c(=O)c1C=Nc1cnc2ccccc2c1
  i	0.12	i
> CC(C)C[C@@]12C(=O)N(c3cccc(F)c3)C(=O)N1[C@H](c1ccc(F)cc1)[C@@H]1C(=O)N(C3CCCCC3)C(=O)[C@@H]12
  i	0.95	i
> OC(CNCc1cccnc1)COc1ccc2ccccc2c1 (stereo not given)
  i	0.53	i
> Cc1cc(N2C(=O)C(O)=C(C(=O)c3ccco3)C2c2ccc([N+](=O)[O-])cc2)no1 (stereo not given)
  i	0.93	i
> BrC(=C\c1ccccc1)/C=N/Nc1nc2ccccc2[nH]1
  i	-0.52	i
> COc1ccc(C2c3ccc4ccccc4c3Oc3ncn(CCO)c(=N)c32)cc1OC (stereo not given)
  i	-1.75	i
> CN(C)c1ccc(C2/C(=C(/O)c3ccccc3)C(=O)C(=O)N2CCCC(=O)O)cc1 (stereo not given)
  i	1.98	-6.62*
> SC(COCc1ccccc1)CN1CCN(Cc2ccc3c(c2)OCO3)CC1 (stereo not given)
  i	-0.49	i

More compounds.
The line under a structure holds: KCNQ2 inh	Kir21 block	CHT inh
> Cc1ccc(NC(=S)NCc2ccc(S(N)(=O)=O)cc2)c(C)c1
  i	-0.67	i
> COc1ccc(OC)c(Nc2cc(C)c3ccccc3n2)c1
  i	-0.85	i
> O=S(=O)(c1ccc2c(c1)OCCO2)N1CCC(c2nc3ccc(Cl)cc3[nH]2)CC1
  i	0.71	i
> Cc1cc(C)c(C)c(S(=O)(=O)NCc2cccnc2)c1C
  i	-4.67*	i
> O=S(N1CCc2ccccc21)C12CC3CC(CC(C3)C1)C2 (stereo not given)
  i	2.18	i
> COc1ccc(CC(=O)NC(C)c2nnc(SCc3nc4ccccc4c(=O)[nH]3)n2C)cc1 (stereo not given)
  i	-0.18	i
> COc1ccc(NCc2cc(=O)oc3cc(NC(C)=O)ccc23)cc1
  i	0.11	i
> N#CC(C#N)=C1c2cc(S(=O)(=O)NCCO)ccc2-c2ccc(S(=O)(=O)NCCO)cc21
  i	-0.03	i
> O=C(O)C(Cc1c[nH]c2ccccc12)NS(=O)(=O)c1cccc(Cl)c1Cl (stereo not given)
  i	-0.91	i
> NC(=O)C[n+]1cccc2ccccc21
  i	-0.24	i
> CCOCCCNC(=O)/C=C1\Sc2ccccc2N(Cc2ccccc2F)C1=O
  i	3.49	i
